Lipid storage S3 – qHTS Assay for Lipid Storage Modulators in Drosophila S3 Cells | Drosophila S3 cells, BODIPY lipid droplet fluorescence, 18-24 h; cells fed with added oleic acid | Potency in µM for hits, for the others lipid storage change, negative = inhibition, % at the top dose, mostly 46.1 µM | actives 0.64% (n = 320,000); active = well fitted inhibition curve with a large enough effect in the signal ratio, with a control signal flat, not every such curve was filed as active; inconclusive = small, poorly fitted or top-dose-only effect, or effect the other way, or a change in a side signal; the % refers to the signal ratio
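Laser-scanning cytometry quantifies lipid droplet accumulation (500–530 nm total intensity; droplet/cell object ratio) in oleic acid-fed (400 uM added) Drosophila S3 cells treated with a concentration series. 20 uM Triacsin C defined 100% inhibition.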
Lipid storage S3 cell count max – also measured in Lipid storage S3; calls as there; cell number change, %; measured here: cell count max response;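 cells counted by Cell Tracker Red CMTPX staining in the red channel; peak over a dose series mostly up to 46.1 µM; percent activity relative to internal control wells on each plate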
Numbers without * were called inactive; i = inactive; ? = inconclusive; · = no result given; [ ] = dose if it differs, or a comment. % is scaled to controls: 0 for no effect and ±100 for the full control effect; potency is read from the fitted curve at half-maximal effect. Some of the compounds tested; rates above refer to the full screens.

SMILES	Lipid storage S3	Lipid storage S3 cell count max
Fc1ccc(-n2c(-c3cc(C4CC4)[nH]n3)n[nH]c2=S)cc1Cl	0.0%	7.9
CC(C)c1ccc(CN2C(=O)NC3(CCCCCC3)C2=O)cc1	18.4µM*	2.7*
CC(C)[C@H](NC(=O)OCc1ccccc1)C(=O)OCC(=O)NCCc1ccccc1	-22.4%	4.7
CNC(=S)NC1CC2CCCC(C1)N2Cc1ccccc1OC (centres undefined)	?	·
Cc1cccc(NC(=O)CCN2C(=O)C3C4C=CC(C4)C3C2=O)c1 (centres undefined)	?	·
O=C(NC(=S)NCCO)c1sc2ccccc2c1Cl	?	·
COCCNC(=O)C(c1ccc(C)cc1)N(C(=O)CCC(=O)Nc1ccccn1)C1CCCC1 (centres undefined)	i	13.5
CCC(Sc1ncccc1C(=O)OC(C)C)C(=O)N1CCOCC1 (centres undefined)	14.2%	2.7
CN(C)c1ccnc2sc3c(SCc4ccc(Cl)cc4)ncnc3c12	9.0%	-0.1
O=C1c2oc3ccccc3c(=O)c2C(c2cccc(F)c2)N1CCCO (centres undefined)	16.3%	-12.5
CCN(CC(=O)Nc1cccc(OC)c1)CC(=O)Nc1cccc2ccccc12	12.1%	11.2
CCN(CC)S(=O)(=O)c1cccc(C(=O)N/N=C/c2ccc([N+](=O)[O-])o2)c1	?	·
Cc1cc(C)c(S(=O)(=O)n2cnc3ccccc32)c(C)c1	-1.2%	7.6
CC(C)CNc1cc(N2CCCC2)ccc1[N+](=O)[O-]	-21.9%	-6.5
CCOc1ccc2nc(NC(=O)CSc3nc(-c4ccccc4)c(C#N)c(=O)[nH]3)sc2c1	4.4%	3.8
CC1(/[N+]([O-])=C/c2ccc(Cl)cc2Cl)CCCCC1=O (centres undefined)	0.5%	1.1
CCCN(Cc1nnc(-c2ccccc2Cl)o1)C(=O)c1cc(S(=O)(=O)N2CCOCC2)ccc1F	?	·
COc1ccc(NC(=O)COC(=O)CO/N=C(\C)c2ccc3c(c2)OCO3)cc1S(N)(=O)=O	?	·
NC1=NC(=O)/C(=C/c2cccc(F)c2)S1	12.4%	·
CC(C)N1CCN(c2ccc(S(=O)(=O)N3CCOCC3)cn2)CC1	i	15.0
Cc1ccc(CNC(=O)CSc2nc(C)cs2)cc1	?	·
CCOC(=O)C1CCN(c2cc(=O)n(Cc3ccc(F)cc3)c(=O)[nH]2)CC1	?	·
COc1ccc(COC(=O)C2=C(C)NC(=O)NC2c2ccccc2F)cc1 (centres undefined)	?	·
Cc1ccc(N2C(=O)CC(Sc3ncn[nH]3)C2=O)cc1C (centres undefined)	13.4%	-7.5
O=C(Nc1nnc(SCc2ccc(F)cc2)s1)C1CC(=O)N(c2ccc3c(c2)OCCO3)C1 (centres undefined)	0.5%	-0.6
O=C(Nc1nnc(-c2cccs2)o1)C1CC1	-0.3%	-5.2
CC(=O)C1=C(O)C(=O)N(C)C1c1ccccc1F (centres undefined)	?	·
Fc1ccc(-c2cn(-c3ccccc3)c3[n+]2CCS3)cc1	?	·
COc1ccc(C2C(C(=O)N3CCCC3)c3cc(OC)c(OC)cc3C(=O)N2C)cc1 (centres undefined)	?	·
COc1ccc(CCN2C(=O)CC(NNc3ccc([N+](=O)[O-])cc3)C2=O)cc1OC (centres undefined)	1.3%	-0.4
OC1CCCN(CC(O)c2ccccc2)C1 (centres undefined)	-9.0%	-12.5
CCOC(=O)c1sc2nc(C)nc(NC3CCC(O)CC3)c2c1C (centres undefined)	?	·
O=C(NCC(=O)N(c1cnc2ccccc2c1)C(C(=O)NC1CCCC1)c1ccncc1)c1ccco1 (centres undefined)	?	·
O=S(=O)(N/N=C1/CC(c2ccccc2)Oc2ccccc21)c1ccc(Br)cc1 (centres undefined)	?	·
CCN(CC(=O)Nc1ccc(OC)cc1)C(=O)c1cc(S(=O)(=O)N2CCOCC2)ccc1N1CCCC1	i	-29.6
COc1ccc(C(C)=O)cc1CSc1nnc(Nc2c(C)cccc2C)s1	?	·
CCOc1ccccc1N(CC(=O)Nc1ccc(OC)cc1)S(=O)(=O)c1ccccc1	?	·
COCC(C)n1c(C)cc(C(=O)COC(=O)CNC(=O)c2ccccc2)c1C (centres undefined)	-11.2%	-15.4
COc1ccc(C(=O)C2CCN(CC(=O)Nc3ccccc3F)CC2)cc1	?	·
CCOC(=O)C1CCN(S(=O)(=O)c2c(C(=O)N3CCCCC3)c(C)n(C)c2C)CC1	?	·

Compounds listed so far that contain an aryl methoxy group (ten):
SMILES	Lipid storage S3	Lipid storage S3 cell count max
CNC(=S)NC1CC2CCCC(C1)N2Cc1ccccc1OC (centres undefined)	?	·
CCN(CC(=O)Nc1cccc(OC)c1)CC(=O)Nc1cccc2ccccc12	12.1%	11.2
COc1ccc(NC(=O)COC(=O)CO/N=C(\C)c2ccc3c(c2)OCO3)cc1S(N)(=O)=O	?	·
COc1ccc(COC(=O)C2=C(C)NC(=O)NC2c2ccccc2F)cc1 (centres undefined)	?	·
COc1ccc(C2C(C(=O)N3CCCC3)c3cc(OC)c(OC)cc3C(=O)N2C)cc1 (centres undefined)	?	·
COc1ccc(CCN2C(=O)CC(NNc3ccc([N+](=O)[O-])cc3)C2=O)cc1OC (centres undefined)	1.3%	-0.4
CCN(CC(=O)Nc1ccc(OC)cc1)C(=O)c1cc(S(=O)(=O)N2CCOCC2)ccc1N1CCCC1	i	-29.6
COc1ccc(C(C)=O)cc1CSc1nnc(Nc2c(C)cccc2C)s1	?	·
CCOc1ccccc1N(CC(=O)Nc1ccc(OC)cc1)S(=O)(=O)c1ccccc1	?	·
COc1ccc(C(=O)C2CCN(CC(=O)Nc3ccccc3F)CC2)cc1	?	·

Next section.
SMILES	Lipid storage S3	Lipid storage S3 cell count max
Cc1ccc(NC(=O)C2CCN(C(=O)N3CCOc4ccccc43)CC2)cc1	?	·
CN(C)S(=O)(=O)Oc1ccsc1C(=O)Nc1ccc(Cl)c(Cl)c1	?	·
N#Cc1cccc(NC(=O)CSc2nnc(-c3n[nH]c4ccccc34)o2)c1	?	·
Cc1cccc(-c2cccc(NC(=O)C3CCCN(Cc4cccnc4)C3)c2)c1 (centres undefined)	i	-9.2
CN1C[C@@H]2C(c3ccc(C(F)(F)F)cc3)C3(c4ccc(C#N)cc4)CC2(C3)[C@H]1c1ccccc1 (some centres undefined)	-6.9%	-12.1
Cc1ccc(Sc2ccc(NC(=O)CCl)cc2)cc1C	?	·
CC(=O)Oc1ccc(-n2c(=O)c3ccccc3c3ccccc3c2=O)cc1	-8.6%	9.0
Cc1c(Cl)cccc1N=c1c([N+](=O)[O-])nn(-c2ccccc2)n1O	i	·
CCOC(=O)c1cc(=O)n(-c2ccc(Cl)cc2C)[nH]1	?	·
O=C(c1cccnc1)N1CCN(C(=O)c2ccccc2F)CC1	3.6%	10.0
Cc1cccc(NC(=O)CSc2nnc(Cn3nnc(-c4ccccc4)n3)n2-c2ccccc2)c1	i	24.8
CCOC(=O)CN(C(=O)CSc1nnc(-c2ccc(OC)c(OC)c2)o1)c1ccccc1	?	·
CCCOC(=O)Oc1ccc2c(=O)c(Oc3cc(C)cc(C)c3)coc2c1	?	·
COc1cc(OC)cc(-c2c(-c3ccc(F)cc3)c3cc(-c4cnc(OC)nc4)ccc3n2C)c1	?	·
N#CC1(NC(=O)CSc2nnc(-c3ccccc3F)n2N)CCCCC1	-11.1%	-30.3
COC(=O)c1cn(Cc2ccccc2C)nn1	?	·
COc1ccccc1N(CC(=O)N1CCN(c2ccccc2)CC1)S(=O)(=O)c1ccc(C)cc1	12.6%	15.7
CC(=O)N(C)c1ccc(NC(=O)C(Sc2ccccc2)c2ccccc2)cc1 (centres undefined)	?	·
CC(=O)c1c(O)cc(C)n(Nc2nc(C)cc(C)n2)c1=O	i	·
Cc1ccc(-n2cc(C(=O)c3ccccc3O)cn2)cc1	?	·
O=C(C1CCCCC1)N1CCCC(c2nc(-c3ccc(F)cc3)no2)C1 (centres undefined)	23.4%	-16.0
CN(CC(=O)NCc1ccc(F)cc1)S(=O)(=O)c1cccc2nsnc12	-2.6%	16.5
Cc1ccc(OCCCC(=O)Nc2ccc(N3CCOCC3)cc2)cc1	?	·
CCN(CC)S(=O)(=O)c1ccc(Cl)c(NC(=O)COc2ccc(OC)cc2)c1	?	·
COCCn1c(SCC(=O)NCC2CCCO2)nc2c(c1=O)SC(C)C2 (centres undefined)	?	·
COc1ccc(S(=O)(=O)N2CCCC(C(=O)Nc3cccc(C(C)=O)c3)C2)cc1 (centres undefined)	?	·
O=C(N/N=C/c1ccccc1)c1ccc(-c2ccccc2)cc1	?	·
CC1CCN(C(=O)COC(=O)c2cccc(NS(=O)(=O)c3ccccc3)c2)CC1	?	·
Cc1cc(N2CCOCC2)ccc1/C=C1\NC(=O)N(Cc2ccccc2F)C1=O	-3.7%	-9.0
CC(=O)c1c(C)[nH]c(C(=O)OCC(=O)Nc2sc3c(c2C#N)CCC(C)C3)c1C (centres undefined)	?	·
CN(C)C(=O)C1Cc2ccccc2CN1S(=O)(=O)c1cccs1 (centres undefined)	21.4%[9.22 µM]	0.6
CCOC(=O)n1c(=O)n(Cc2ccc(Cl)cc2Cl)c2ccccc21	?	·
O=C(COc1ccccc1)Nc1ccc(Cl)cn1	12.6%	11.6
CN(C)CCCNC(=O)c1cc(C(=O)c2ccccc2F)c[nH]1	-8.1%	-6.8
O=C(/C=C/c1cn(-c2ccccc2)nc1-c1cccc(Cl)c1)N1CCN(c2ccccn2)CC1	?	·
O=C(CSc1ccc2nnc(-c3ccccn3)n2n1)NCc1ccc2c(c1)OCO2	5.4%	-3.8
COc1ccccc1C(=O)Nc1ccnn1C1CCN(Cc2ccccc2OCCO)CC1	-2.7%	-1.7
CCC[C@H](CN[C@@H](CNC)[C@H](C)CC)NCCc1cc(C(F)(F)F)cc(C(F)(F)F)c1	-3.1%	-3.0
COc1ccc(C2=CC(c3cccc(OC)c3)n3nnnc3N2)cc1 (centres undefined)	-10.8%	1.2
O=C(CN1c2ccccc2S(=O)(=O)c2ccccc21)Nc1ccccc1F	?	·
CCOC(=O)c1[nH]c(C)c(C(=O)N2CCN(C(=O)c3ccco3)CC2)c1C	-8.0%	-5.1
O=C(Cc1ccccc1)Nc1ccc(NC(=O)c2ccc(Br)cc2)cc1	3.0%	9.7
Cc1ccc(Nc2nnc(-c3ccncc3)s2)c(Br)c1	0.9%	6.2
CCOC(=O)c1cc2c(C(F)(F)F)cc(-c3cccnc3)nc2o1	?	·
COc1cc(/C=N/NC(=O)c2cccc(NC(=O)c3ccccc3)c2)ccc1O	?	·
Clc1ccccc1-c1ccc2ncnc(NCc3cccs3)c2c1	-1.4%	6.1
COCc1cc(=O)[nH]c(N2CCN(c3ccccc3OC)CC2)n1	i	-27.2
O=C(CCS(=O)(=O)c1ccccc1)NC1CCCC1	?	·
Cc1ccccc1NC(=S)N(CCc1c(C)[nH]c2ccc(F)cc12)Cc1cccnc1	-1.0%	-14.6
CC1=CC(C)(C)n2c(O)c(C3=NC(=S)NC3=O)c3cc(OC(=O)c4cccc5ccccc45)cc1c32	?	·
Cc1cccc(S(=O)(=O)NCCC(=O)OC(C)C(=O)NC(=O)NC2CCCCC2)c1 (centres undefined)	?	·
CCOC(=O)c1ccc(NC(=S)N(CCCN2CCCC(C)C2)Cc2ccco2)cc1 (centres undefined)	-13.2%	-1.5
CC1CCCN(C(=O)Cc2cccc3ccccc23)C1 (centres undefined)	?	·
CCn1c(O)c(N=NC(=O)C2C(=O)NCC2c2ccccc2)c2ccccc21 (centres undefined)	?	·
CCOc1ccc(C(=O)Nc2ccc(S(=O)(=O)Nc3cc(C)on3)cc2)cc1	?	·
Cc1c(C(=O)OCC(=O)N(C)Cc2ccccc2)oc2ccccc12	?	·
CC(=O)Nc1ccc(S(=O)(=O)N2CCC(C(=O)c3ccc(F)cc3)CC2)cc1	i	20.5
COC(=O)NNC(=S)Nc1ccc(Br)cc1	?	·
COc1ccccc1CC(=O)Nc1ccc(-c2noc(COc3ccc(Cl)c(C)c3)n2)cc1	0.0%	-2.8
Nc1n[nH]c2cccc(Cl)c12	1.5%	5.3
Next part:
SMILES	Lipid storage S3	Lipid storage S3 cell count max
Cc1cccc(NC(=O)c2ccc(Cl)c(S(=O)(=O)N3CCc4ccccc43)c2)n1	?	·
CCN(CC)C(=O)c1ccc(CS(=O)(=O)c2ccc(Br)cc2)cc1	?	·
COC(=O)c1sc(NC(=S)NC(=O)c2cc(OC)c(OC)c(OC)c2)nc1C	-18.4%	-18.0
Cc1nnc(SCCn2c(N3CCC(C)CC3)nc3c2c(=O)[nH]c(=O)n3C)s1	10.3%	-0.5
CCCOc1ccc(C2NC(=S)NC(c3ccccc3)=C2C(=O)Nc2ccc(C)cc2)cc1OC (centres undefined)	-3.0%	0.1
COc1ccc(OCC(=O)Nc2ccc(S(=O)(=O)N3CCCCCC3)cc2)cc1	i	3.8
Cc1ccc(N2C(=O)CC(Nc3cccc4ccccc34)C2=O)cc1 (centres undefined)	?	·
Nc1cc(-c2cccc(F)c2)nn1S(=O)(=O)c1cccc2nsnc12	9.6%	-15.2
CCOc1ccc(OCCSc2nc3ccccc3n2CC(=O)O)cc1	?	·
CC1=C(C(=O)OCC(C)C)C2(O)C(=O)c3ccccc3C2(O)N1 (centres undefined)	?	·
Cc1ccccc1NC(=O)CSc1ccncc1	?	·
O=C(O)CC1=C(c2ccc(F)cc2)CCC1=O	?	·
CCCCn1nc(C(=O)Oc2ccc3c(C)cc(=O)oc3c2)c2ccccc2c1=O	10.6%	12.8

Assay outcomes: PubChem, National Center for Advancing Translational Sciences (NCATS)
